RT RNaseH block – blocks HIV-1 RNase H cleavage of RNA/DNA duplex. AID 565. inhibition, % at 10 µM. P04585. 65,000 compounds, 1.9% hits. RT-RNase H RNA/DNA duplex cleavage, fluorescence; in the data active = inhibition above about 50%
RmlC RmlD mix – RmlC/RmlD inhibition, mixture screen | RmlC/RmlD coupled enzyme inhibition, 384-well mixture HTS | inhibition, % at 5.5 µM | 110,000 compounds, 0.39% hits; in the data active = inhibition above about 30%, passing the limit was not always enough; also: strong numbers were not always called active
* marks the source's active call; other numbers are inactive results; . = no result given. Not all compounds are listed; rates above refer to the full screens.

Values run as follows: RT RNaseH block | RmlC RmlD mix
- COc1ccc2[nH]c(=O)c(CN(Cc3ccco3)C(c3nnnn3Cc3ccccc3)C(C)C)cc2c1 (centres undefined)
  . | -5
- CC(=O)Nc1nc(S(=O)(=O)c2ccc(C)cc2)c(Cl)s1
  . | 100
- O=C(O)c1ccc2c(c1)NC(=O)C(N1CCCC1)S2 (centres undefined)
  92* | 12
- COc1cccc(CNC(=O)C2CCCN(S(=O)(=O)c3cccc4nonc34)C2)c1 (centres undefined)
  . | 8
- CCN1CCN(Cc2ccc(NC(=O)c3cc(NC(=O)c4cnn(-c5ccccc5)c4N)cc(OC)c3)cc2C(F)(F)F)CC1
  . | 9
- CC(=O)Nc1ccc(NC(=O)C(C)Oc2ccccc2F)cc1 (centres undefined)
  -2 | 8
- CCOC(=O)C1=C(C)N(CCCCCC(=O)O)C(=O)NC1c1ccccc1OS(=O)(=O)c1ccc(C)cc1 (centres undefined)
  . | -10
- CCOc1ccc(NC(=O)Cn2nnc(-c3ccccc3NC(=O)c3cccs3)n2)cc1
  . | 9
- COCc1cc(C)nc(N2CCNCC2)c1C#N
  . | -10
- O=C(NCCc1ccncc1)Nc1ccc(Cl)cc1
  -2 | -16
- O=C(CN1C2CCC1CC(O)(c1cccnc1)C2)Nc1ccc2c(c1)OCO2 (centres undefined)
  -2 | 8
- COc1ccc2nc(NC(=O)CSc3nc(C)cc(=O)[nH]3)sc2c1
  . | 8
- CC(=O)Nc1ccc(S(=O)(=O)NCC2CCC(C(=O)NCCCN3CCCC3=O)CC2)cc1 (centres undefined)
  0 | -6
- Cn1cccc1C(=O)C(=O)Nc1cc(Cl)cc(Cl)c1
  . | 6
- COC(=O)C1=C(C)N(CC2CCCO2)C(=O)/C1=C\c1ccc(O)cc1 (centres undefined)
  . | 0
- COc1nc(NCCc2ccc(OC)c(OC)c2)nc(NC(C)(C)CO)n1
  -13 | -2
- Cc1ccc(C(=O)NCCNc2ccc(Cl)cc2[N+](=O)[O-])o1
  . | -16
- Cn1c(NC(=O)c2ccc(Br)o2)cc(=O)n(C)c1=O
  -5 | -4
- O=C1OC(Nc2nc3ccccc3s2)c2ccccc21 (centres undefined)
  7 | -3
- Cc1cc2oc(=O)cc(CN3CCOCC3)c2cc1C
  . | -7

Full records as entered above.
O=C(O)c1ccc2c(c1)NC(=O)C(N1CCCC1)S2 (centres undefined) across the screens: RT RNaseH block = 92*; RmlC RmlD mix = 12
Cn1cccc1C(=O)C(=O)Nc1cc(Cl)cc(Cl)c1 across the screens: RT RNaseH block = .; RmlC RmlD mix = 6

Remaining list, next part
Values run as follows: RT RNaseH block | RmlC RmlD mix
- CC1CCN(Cc2ccc(-c3nn[nH]n3)cc2)CC1
  -7 | -4
- COC(=O)c1c(C(=O)OC)c(-c2ccccc2)n2c1CS(=O)C2 (centres undefined)
  . | 10
- CCCCOn1c(C)c(C(=O)OCC)c2c3nonc3ccc21
  -8 | -78
- CCNc1nc(NCC)nc(OCCOC(=O)COc2ccc(Cl)cc2Cl)n1
  . | 12
- Cn1c(=O)c2c(ncn2CC(=O)NC(C)(C)C)n(C)c1=O
  0 | 3
- Cc1ccc2nc3c(cc(C(N)=S)c(=N)n3CCCOC(C)C)c(=O)n2c1
  1 | 14
- CCOc1ccc2[nH]c(=O)c(CN(CCc3ccccc3)C(=O)c3cnccn3)cc2c1
  -18 | -3
- C#CC[N+]1(CC#Cc2ccccc2)CCCC1
  . | -11
- Cc1nc2ccccc2c2nc(N)nn12
  . | 8
- O=C(COc1ccccc1Cl)NCc1ccncc1
  -6 | 7
- O=C(Nc1ccc(F)c(F)c1)c1cnc(-c2ccccc2)nc1-c1ccccc1
  . | 15
- O=C(COC(=O)c1ccc(S(=O)(=O)NCc2ccco2)cc1)Nc1ccc(OC(F)F)cc1
  . | -5
- Nc1ccc2oc(-c3ccc4nc[nH]c4c3)nc2c1
  . | -4
- CCn1c(=O)c(C(=O)NCCN2CCCCC2)c(O)c2ccccc21
  -2 | -14
- Cc1nc2sc(C(c3cccs3)N3CCN(c4ccccc4)CC3)c(O)n2n1 (centres undefined)
  0 | -2
- COc1ccc(N2CCN(CC(=O)Nc3nc4c(s3)CC(C)CC4)CC2)cc1 (centres undefined)
  1 | 3
- CS(=O)(=O)NCCSCc1ccco1
  -3 | 8
- Cc1oc(-c2ccc(Cl)cc2)nc1CN1CCCC(C(=O)NCc2cccnc2)C1 (centres undefined)
  5 | 5
- COCCOC(=O)C1=C(C)Nc2ncnn2C1c1ccccc1 (centres undefined)
  -2 | -1
- c1ccc2[nH]c(CN3CCOCC3)nc2c1
  . | -8

Overlap with the part before: four compounds, then new ones.
Values run as follows: RT RNaseH block | RmlC RmlD mix
- CS(=O)(=O)NCCSCc1ccco1
  -3 | 8
- Cc1oc(-c2ccc(Cl)cc2)nc1CN1CCCC(C(=O)NCc2cccnc2)C1 (centres undefined)
  5 | 5
- COCCOC(=O)C1=C(C)Nc2ncnn2C1c1ccccc1 (centres undefined)
  -2 | -1
- c1ccc2[nH]c(CN3CCOCC3)nc2c1
  . | -8
- CCn1c(SCC(=O)Nc2nccs2)nnc1-c1ccncc1
  -2 | -10
- CCN(c1cccc(C)c1)S(=O)(=O)c1cccc2nsnc12
  -61 | .
- COc1cc(Cl)c(C)cc1NC(=O)CSc1nnc(-c2ccco2)n1CC(C)C
  8 | 4
- O=C(/C=C1\NC2(CCCC2)Cc2ccccc21)N1CCOCC1
  -27 | .
- Cc1ccc(-c2nnc(SCC(=O)OC(C)C)n2N)cc1
  . | 16
- COc1ccc(Cl)cc1NC(=O)COc1cccc(-n2cnnn2)c1
  4 | 3
- CCCCc1ccc(-c2nc(NC(=O)C3C4CCC(O4)C3C(=O)O)sc2C)cc1 (centres undefined)
  . | -6
- CCCCCOC(=O)Cc1c(O)c2ccccc2n(C)c1=O
  10 | 2
- O=C1[C@H](CC[C@H](O)c2ccc(F)cc2)[C@@H](c2ccc(O)cc2)N1c1ccc(F)cc1
  . | -7
- Cc1ccc(-c2nn(-c3cc(Cl)ccc3[N+](=O)[O-])c(=O)c3ccccc23)cc1C
  . | 4
- COCCNC(=O)CSc1nc2ccccc2c(=O)n1-c1cccc(OC)c1
  -10 | 3
- COc1ccccc1NC(=O)Cc1csc(NC(=S)Nc2ccccc2)n1
  . | -23
- NC(=O)c1ncc(C(F)(F)F)cc1Oc1ccc(F)cc1
  . | -7
- Cn1c(=O)n(CCc2ccccc2)c(=O)c2c1nc1n2CCCN1Cc1ccccc1
  -3 | 11
- CCOc1ccc2[nH]c(=O)c(CN(Cc3ccc(F)cc3)C(=O)N3CCCC3)cc2c1
  4 | 23
- CCS(=O)(=O)N1CCC(C(=O)N2CCc3ccccc3C2)CC1
  -2 | .
- CCOP(=O)(OCC)C(NC(=O)c1ccc(Cl)cc1)=C(Cl)Cl
  . | 9
- O=C(Cn1c(NCCO)nc2ccccc21)NCCc1ccccc1
  -7 | 18
- CCCCN1C(=O)C(C2c3ccccc3C(=O)N2Cc2ccccc2)C(=O)NC1=S (centres undefined)
  . | 2
- COc1cc(CNc2ccc3c(c2)CCC3)cc(OC)c1O
  -4 | -5
- CC(=O)CSc1nc2ccc(Nc3nc(N4CCOCC4)nc(N4CCOCC4)n3)cc2s1
  20 | -41
- c1ccc2c(NC3CCCC3)nnc(NC3CCCC3)c2c1
  -9 | -15
- CCOC(=O)c1nnn(CC(=O)N2N=C(c3ccc(Cl)cc3)CC2c2ccc(OC)cc2)c1C(=O)OCC (centres undefined)
  . | -11
- O=C(CCCc1nc2ccccc2s1)Nc1nccs1
  2 | -8
- CS(=O)(=O)N(CC(=O)NCc1ccccc1Cl)Cc1ccccc1
  . | -15
- CCOC(=O)c1ccc(NC(=O)C2(c3ccc(OC)cc3)CCOCC2)cc1
  . | -6
- Cc1cc(NC(=O)c2cc(C3CC3)on2)no1
  -2 | 0
- COc1ccccc1CN=Cc1[nH]c2ccc(Br)c(Cl)c2c1O
  . | 114
- O=C(Nc1ccccc1)OCCN1CCN(Cc2ccccc2)CCC1=O
  . | -2
- CC(C)n1c(/N=C/c2c[nH]c3ccccc23)nc2ccccc21
  . | 10
- COc1ccc(NC2=NCC(=O)N2c2ccccc2)c(OC)c1
  3 | -16
- CCOc1cc(N2CCOCC2)c(OCC)cc1NC(=O)c1cc(-c2ccco2)nc2ccccc12
  46 | 1
- CCCC1CCC(c2nc(-c3cccnc3)no2)CC1 (centres undefined)
  -14 | 4
- CCc1cc2c(=O)[nH]c(Cc3ccc(Cl)cc3)nc2s1
  . | -4
- COc1ccc(NS(=O)(=O)c2ccc(OC)c(N(C)S(=O)(=O)c3ccc(Cl)cc3)c2)cc1
  . | -13
- Clc1ccccc1CSc1nnc(-c2ccncc2)o1
  . | -144
- COc1ccc(C(CC(=O)N2CCCC2)c2c(O)cc(OC)cc2OC)cc1 (centres undefined)
  . | -9
- CCC(C)NC(=O)C1CCC(=O)N(c2cc(OC)c(OC)c(OC)c2)C1c1ccc(OC)cc1 (centres undefined)
  . | 9
- Cc1ccc(Nc2nc3c([nH]2)c(=O)n(C)c(=O)n3C)cc1
  . | -3
- O=C(O)C1C2CCC(O2)C1C(=O)NCc1ccncc1 (centres undefined)
  -5 | -2
- CC(=O)c1ccc(NC(=O)CSc2nnc(Cn3c(=O)sc4ccccc43)n2C)cc1
  -5 | 8
- O=C(COc1cccc2ccccc12)N1CCN(c2ccccc2)CC1
  -24 | 3
- Cc1cccc(OCC(=O)Nc2sc3c(c2C#N)CCC3)c1
  . | -13
- Cc1nnc(NC(=O)C2CCCN(c3ncccn3)C2)s1 (centres undefined)
  0 | 0
- c1coc(CNC2C3CC4CC(C3)CC2C4)c1 (centres undefined)
  . | 13
- CCCn1cnc2cc(NCc3ccccn3)ccc21
  -10 | 7
- Cn1nc(-c2ccccc2)c(C(=O)Nc2ccc(Cl)cc2)c1Cl
  . | -6
- COCCn1c(SCC(=O)Nc2ccc(S(N)(=O)=O)cc2)nc2ccccc21
  . | 5
- CC(=O)Nc1cccc(OCC(=O)Nc2ccc(F)cc2)c1
  -7 | .
- COc1ccc(NC(=O)CCNC(C)=O)cc1NS(=O)(=O)c1ccc(F)cc1
  10 | -4
- CSCSC1=C(C#N)C(c2ccccc2Cl)C(C(C)=O)=C(C)N1 (centres undefined)
  70* | -3
- CSCCC(NC(C)=O)C(=O)Oc1ccc2c3c(c(=O)oc2c1)CCCC3 (centres undefined)
  -15 | .
- CCn1cc(C2N3CC4(C)CN2CC(C)(C3)C4=O)c2ccccc21 (centres undefined)
  -11 | 10
- Cc1cc(C)c(-c2cc(C(=O)Nc3c(C)n(C)n(-c4ccccc4)c3=O)[nH]n2)c(O)c1
  0 | 5
- C#CC(=O)N(c1ccc(OC)c(OC)c1)C(C(=O)NC1CCCC1)c1cccs1 (centres undefined)
  . | -16
- O=C(Cn1c(-c2cncs2)nc2ccccc21)NC1CCCC1
  -3 | .
- CC(C)[C@H](NS(=O)(=O)c1ccccc1)C(=O)OCC(=O)NC(=O)c1cccn1C
  . | -7
- COc1ccc2[nH]cc(C(=O)CN3CCCC(C)C3)c2c1 (centres undefined)
  7 | 8
- Cn1cccc1C(=O)NC(=O)COC(=O)C12CC3CC(CC(O)(C3)C1)C2
  . | -73
- CC(=O)NCCC(=O)Nc1sc2c(c1-c1nc3ccccc3[nH]1)CCCC2
  . | -47

(more compounds)
Values run as follows: RT RNaseH block | RmlC RmlD mix
- CCn1ncc(/C=C/C(=O)NCc2cnn(C)c2C)c1C
  . | -15
- COc1cccc(C2C(C(C)=O)=C(O)C(=O)N2CCc2c[nH]c3ccccc23)c1 (centres undefined)
  . | -17
- CNC(=O)c1ccc(OC2CSC2)cc1
  . | 8
- CCOC(=O)c1c(-c2ccco2)csc1NC(=O)CSc1nnc(N)s1
  . | -10
- CCCOc1ccc(-c2nnn(CC(=O)N3CCC(C)CC3)n2)cc1
  . | -4
- COc1ccc(NC(=O)CCN2CCCC(C)C2)cc1 (centres undefined)
  -3 | -7
- CCOC(=O)Cc1csc(/C(=N/O)C(N)=O)n1
  -10 | -9
- COc1ccc(-c2oc3ncn4nc(Cc5ccccc5)nc4c3c2-c2ccc(OC)cc2)cc1
  26 | 84
- CCOc1ccc(OCC)c(NC(=O)C2CCN(c3nn4c(=O)cc(C)nc4s3)CC2)c1
  1 | -15
- Cc1noc(NS(=O)(=O)c2ccc(NC(=O)CSc3nc4c(cc3C#N)CCCCC4)cc2)c1C
  . | 16
- c1ccc(CCn2nnnc2CN2CCN(C3CCCC3)CC2)cc1
  0 | 3
- COc1ccc(C2/C=C\CN(S(=O)(=O)c3ccc(C)cc3)[C@H](Cc3ccccc3)C(=O)N2Cc2ccc(F)cc2)cc1 (some centres undefined)
  . | 23
- CC(=O)c1cccc(NC(=O)C2C3C=CC(C4CC34)C2C(=O)O)c1 (centres undefined)
  -9 | 24
- O=C(NCc1ccco1)c1ccc(NC(=O)C2COc3ccccc3O2)cc1 (centres undefined)
  18 | -12
- COc1cc(CC(=O)OCC(=O)Nc2ncc(Cl)cc2Cl)cc(OC)c1OC
  6 | 14
- COc1ccc(NC(=O)C2CCCCN2S(=O)(=O)c2ccc(F)cc2)c(OC)c1 (centres undefined)
  -12 | -24
- COc1ccc(CC(=O)Nc2ccc(/C(C)=N/NC(=O)c3cccc([N+](=O)[O-])c3)cc2)cc1
  . | 5
- CC1CCCN(Cc2nc3c(c(=O)n(C)c(=O)n3C)n2CCc2ccccc2)C1 (centres undefined)
  -4 | 5
- O=c1cc(N2CCN(Cc3ccccc3)CC2)c(-c2ccccc2)n[nH]1
  . | -5
- O=C(CN1CCN(CCO)CC1)Nc1ccc(Cl)cc1C(=O)c1ccccc1
  -9 | -5

Look-ups from the entries so far:
For RT RNaseH block, CCn1cc(C2N3CC4(C)CN2CC(C)(C3)C4=O)c2ccccc21 (centres undefined) is entered as -11
For RT RNaseH block, O=C(/C=C1\NC2(CCCC2)Cc2ccccc21)N1CCOCC1 is entered as -27
For RmlC RmlD mix, O=C(CN1CCN(CCO)CC1)Nc1ccc(Cl)cc1C(=O)c1ccccc1 is entered as -5

Assay outcomes from PubChem.
